HT1080 IDH1KD tx = kills HT-1080 cells with IDH1 knockdown. Potency, µM (series often up to 46.1 µM), for inactives: top-dose activity, negative = toxicity, hits mostly cytotoxic. 2% of 360,000 active. AID 686971. HT-1080 IDH1 knockdown viability, ATP luminescence, 48 h;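 also: potency is read from the fitted curve at half-maximal effect; 0% = DMSO wells and -100% = cell-free medium wells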
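Luminescent ATP read-out (CellTiter-Glo, 10 min at room temperature) after 48 h compound exposure at 37 °C gave viability of IDH1-knockdown HT-1080 cells. Activity was normalised to DMSO and cell-free wells, then fitted as concentration-response curves.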
MCF10A rereplic = DNA re-replication induction in MCF 10a cells; MCF 10A DNA re-replication, Hoechst nuclear intensity, 48 h; Potency, µM (series often up to 46.1 µM), for inactives: at the highest dose activity, positive = re-replication, actives largely listed as activators; 2.9% of 350,000 active; AID 624296; also: potency is read from the fitted curve at half-maximal effect; % of control where 0% means no effect; nearly all actives have a fitted effect of over 50% in size
HT1080NT lethal = kills 2HG-producing HT-1080-NT fibrosarcoma cells. Potency, µM (doses to about 46.1 µM), without a hit: top-dose activity, negative = less viability, actives largely listed as cytotoxic. 1.6% of 360,000 active. HT-1080-NT fibrosarcoma viability, CellTiter-Glo ATP luminescence, 48 h. AID 686970;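 also: NT is the 2HG producing partner of a matched IDH1 knockdown line; potency is read from the fitted curve at half-maximal effect; 0% = DMSO-treated cells and -100% = media-only wells without cells; nearly all actives have a fitted effect of over 55% in size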
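HT-1080-NT fibrosarcoma cells (2HG-overproducing), 750 cells/well in RPMI with 5% FBS, dosed after 2 h and incubated 48 h at 37C. CellTiter-Glo luminescence normalized to DMSO and no-cell wells; concentration-response curves fitted and classed.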
KB-3-1 tox = kills parental KB-3-1 adenocarcinoma cells; Potency, µM (titrated, usually from 46.1 µM), inactives show at the highest dose activity change, negative = cytotoxic, usual class: cytotoxic; KB-3-1 viability, CellTiter-Glo ATP luminescence, 72 h; 1.4% of 400,000 active; also: potency is read from the fitted curve at half-maximal effect; % is scaled to controls: 0 for no effect and ±100 for the full control effect; nearly all actives have a fitted effect of over 60% in size
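Cytotoxicity in the drug-sensitive parental line KB-3-1 was scored as loss of CellTiter-Glo luminescence following 72 h incubation with compound. Values come from curve fitting of normalized concentration-response data.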
KB-V1 MDR tox = KB-V1 MDR subline cytotoxicity; KB-V1 MDR cells viability, CellTiter-Glo, 72 h; Potency, µM (series often up to 46.1 µM), for inactives: at the highest dose activity change, negative = cytotoxicity, actives largely listed as cytotoxic; AID 1347076; 3.4% of 400,000 active; also: potency is read from the fitted curve at half-maximal effect; % is scaled to controls: 0 for no effect and ±100 for the full control effect; nearly all actives have a fitted effect of over 60% in size
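Luminescent ATP read-out (CellTiter-Glo, 10 min) measures survival of drug-selected KB-V1 MDR cells after 72 h, 37 degrees C compound exposure. Medium: phenol-red-free DMEM, 10% FBS. Values from fitted concentration-response curves.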
IL-1B inflam inh = inflammasome signaling inhibition, IL-1 beta readout; THP-1 LPS/ATP IL-1B secretion, AlphaLISA, 16 h; active compounds read low; 4.7% of 360,000 active; activity change, % at 57.5 µM; AID 743279; in the data active = activity change below about -50%; inconclusive = mostly about -30% to -49%; also: % is scaled to controls: 0 for no effect and ±100 for the full control effect
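Secreted IL-1B measured by AlphaLISA bead assay after 16 h compound exposure of THP-1 cells; compounds (final up to 57.5 uM) added 1 h before LPS (250 ng/mL) and ATP (1.25 mM) stimulation; lower signal means less secretion.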
D3 ag = activates the human D3 dopamine receptor | P35462 | D3R DiscoveRx beta-arrestin cells, luminescence, 90 min | max activation, % | 0.58% of 410,000 active | AID 652048; in the data active = max activation above about 30%; also: 0% is about no effect; mostly tested at two doses, the higher about 12 µM
Target sequence (P35462 whole entry, looked up): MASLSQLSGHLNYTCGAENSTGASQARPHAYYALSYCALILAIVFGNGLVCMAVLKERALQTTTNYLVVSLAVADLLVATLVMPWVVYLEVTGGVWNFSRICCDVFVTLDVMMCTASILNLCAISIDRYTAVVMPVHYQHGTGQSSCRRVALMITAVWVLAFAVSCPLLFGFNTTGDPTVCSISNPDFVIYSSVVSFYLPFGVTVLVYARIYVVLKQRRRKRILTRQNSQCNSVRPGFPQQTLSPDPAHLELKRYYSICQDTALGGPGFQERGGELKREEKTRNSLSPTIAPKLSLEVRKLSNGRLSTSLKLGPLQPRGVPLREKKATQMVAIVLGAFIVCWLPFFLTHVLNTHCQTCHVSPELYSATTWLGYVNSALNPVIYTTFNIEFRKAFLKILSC
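Agonist mode: compounds and dopamine controls were applied to plated cells for 90 min at 37 degrees C after an overnight attachment at 1500 cells/well. Luminescent read-out followed 30 - 60 minutes at room temperature with DiscoveRx detection reagent.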
GLP1R cytotox = cytotoxic in the GLP-1 receptor inverse agonist counter-screen; Potency, µM (top dose mostly 38.3 µM), for the others: at the highest dose activity change, negative = inhibition, most hits filed as inhibitors; HEK293 cAMP-luciferase reporter cells, luminescence, 24 h; AID 624418; 0.13% of 410,000 active;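 also: loss of luciferase light is scored as toxicity; potency is read from the fitted curve at half-maximal effect; % is scaled to controls: 0 for no effect and ±100 for the full control effect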
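Here, cytotoxicity is scored as loss of luminescence. The MLSMR collection was tested on cells seeded in medium containing 10% Nu serum, with a 24 hr compound exposure preceded by 12 hours of culture.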
SW480 rereplic = induces DNA re-replication in SW480 colon adenocarcinoma cells; SW480 DNA re-replication, Hoechst DNA content imaging, 48 h; Potency, µM (top dose mostly 46.1 µM), without a hit: top-dose re-replication activation, actives largely listed as activators; 1.8% of 340,000 active; AID 624297; also: potency is read from the fitted curve at half-maximal effect; % of control where 0% means no effect; nearly all actives have a fitted effect of over 55% in size
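250 cells/well; 23 nL cpd via pin tool; 48 hr, 37 C, 5% CO2; Hoechst 40 min; imager read of total nuclear intensity, ex 405/em 500-530 nm.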
Starred values were filed as active, the others as inactive; ? = inconclusive; . = not tested or not shown; & = joins results of further samples; ! = repeats disagree; [ ] = remark or other dose. Unless noted, calls follow the shape of the dose curve; as a rule, active = well fitted curve in the direction sought with a large enough effect; inconclusive = small, poorly fitted or top-dose-only effect, or another doubt; inactive = no such curve, though single readings can be large; an effect the other way counts as inactive or inconclusive.

SMILES | HT1080 IDH1KD tx | D3 ag | IL-1B inflam inh | SW480 rereplic | KB-V1 MDR tox | KB-3-1 tox | HT1080NT lethal | GLP1R cytotox | MCF10A rereplic
N#Cc1ccc2c(c1)NC(=O)C1CCCN21 (stereo not drawn) | -15% | 1 | 20 | -6% | 4% | 7% | -18% | -6% | -4%
Cc1cc(C)cc(NC(=O)Cn2c(-c3cncs3)nc3ccccc32)c1 | . | -6 | . | . | -4% | 3% | . | -5% | .
O=C(O)c1ccccc1NC(=O)C(c1ccccc1)c1ccccc1 | -9% | -4 | 55 | 20% | 9% | 0% | 0% | -1% | 2%
CN(C(=O)CSc1cc(Cl)ccc1Cl)C1CCS(=O)(=O)C1 (stereo not drawn) | -9% | -5 | -1 | 0% | -6% | 11% | 0% | -2% | 4%
COc1cccc(/C=C/C(=O)c2ccc(NC3=NCCCS3)cc2)c1 | ? | -8 | -98* | ? | ? | ? | ? | ? | ?
O=C(NNS(=O)(=O)c1ccccc1)c1csc(-c2cccnc2)n1 | 6% | -4 | -14 | -4% | 17% | -14% | 0% | -5% | 1%
Cc1nc2c(C)cccn2c1/C(O)=C1\C(=O)C(=O)N(CCN2CCOCC2)C1c1ccncc1 (stereo not drawn) | -6% | -4 | 23 | 5%[9.22 µM] | -18% | -17% | -8% | -9% | ?
S=c1[nH]nc(-c2ccncc2)n1CC1CCCO1 (stereo not drawn) | 2% | 1 | 7 | 2%[9.22 µM] | -13% | 16% | 10% | -4% | -14%
Cc1cc(C)nc(/N=C(/NC(=O)Nc2cccc(Cl)c2)Nc2ccccc2)n1 | 13% | 1 | -1 | -7% | 2% | 6% | 2% | -3% | -2%
c1ccc(Nc2nc3ccccc3n3cnnc23)cc1 | 3% | 6 | 34 | 0% | 15% | -2% | 4% | 6% | -8%
O=C1CCC[C@@H]2Cc3nc4cc5c(cc4cc3[C@@H]3CCN1[C@H]23)OCO5 | -1% | -12 | -10 | -19% | 18µM*! | -8%&-3% | 0% | 4% | -3%
COc1cc(/C=N/Nc2ccc(Cl)c(C(=O)O)c2)ccc1OC(=O)c1cccs1 | -1% | 1 | 14 | -6% | 1% | 12% | 3% | 3% | 0%
O=C1OC(c2ccc(Cl)cc2)=N/C1=C\C=C\c1ccco1 | 1% | -5 | 36 | -12% | 8% | ? | 4% | 9% | 14%
O=C(NCCN1CCC(n2c(=O)[nH]c3ccccc32)CC1)c1ccc(OC(F)(F)F)cc1 | ? | -12 | ? | . | -29% | -5% | ? | 7% | .
CSc1ncnc2c1ncn2CCCNCC1CCCCC1 | -7% | -16 | 16 | . | -20% | -1% | -11% | 0% | .
Cc1nc2ccc(S(=O)(=O)N(CC(=O)Nc3cccc(Cl)c3)Cc3ccccc3)cc2s1 | . | -1 | . | . | -25% | 1% | . | 3% | .
CCOc1ccc(C2C(C(=O)Nc3ccccc3C)=C(C)Nc3nnnn32)cc1 (stereo not drawn) | . | 3 | . | . | -3% | 7% | . | 5% | .
COc1ccc(N(Cc2cc3cccc(C)c3[nH]c2=O)S(=O)(=O)c2ccc(OC)cc2)cc1 | 8% | -11 | -10 | 20% | -59% | ? | 2% | -6% | 10%
COc1cc(C2c3c(oc4c(C)cc(C)cc4c3=O)C(=O)N2Cc2cccnc2)ccc1O (stereo not drawn) | 0% | 11 | 16 | 5% | -5% | 19% | 0% | -13% | 4%
COc1cccc(-n2nnc(-c3nc(-c4cccs4)no3)c2N)c1 | . | 2 | . | . | -1% | 1% | . | -10% | .
COc1cccc(NC(=S)NNC(=O)c2c([N+](=O)[O-])c(C)nn2C)c1 | 7.9µM* | 0 | -10 | 7% | -24% | -15% | ? | -2% | 15%
CCOC(=O)N1CCC(N(CCN(C)C)C(=S)Nc2ccccc2OC)CC1 | -10% | 1 | -11 | -3% | -20% | 3% | 0% | -6% | -1%
COc1ccc(OC)c(/C=N/NC(=O)CCCC(=O)Nc2cccc(Br)c2)c1 | 1% | -25 | -1 | -3% | ? | 12% | 9% | -21% | 18%
CSc1nc2ccsc2c(=O)n1-c1cccnc1 | 19% | 1 | 7 | -52%[inhibitor] | -1% | 0% | 21% | 0% | -4%
CC(C)Oc1cccc(C(=O)Nc2ccccc2N2CCOCC2)c1 | -9% | -1 | -22 | 6% | ? | -18% | 19% | 40%[activator] | 1%
COCCNC(=S)Nc1ccc(S(=O)(=O)Nc2cnc3ccccc3n2)cc1 | -5% | 0 | 7 | 2% | 9% | 0% | -1% | 5% | -4%
CC(=O)N1c2c(cc(Br)cc2S(=O)(=O)NCc2cccnc2)CC1C (stereo not drawn) | -4% | 1 | 27 | 0% | 1% | -4% | -4% | 19% | 4%
O=C(CCCN1C(=O)c2ccccc2C1=O)Nc1cccc(S(=O)(=O)NC2=NCCC2)c1 | 3% | 9 | 23 | -2% | -3% | 3% | 10% | -5% | -4%
CC(=O)N=C1SC2CS(=O)(=O)CC2N1c1cccc(Cl)c1Cl (stereo not drawn) | 10%[9.24 µM] | 10 | 8 | -4% | -4% | 9% | 6% | -6% | -1%
COC(=O)c1ccc(NC(=O)C(=O)N2CCN(C(=S)Nc3cccc(C)c3C)CC2)cc1 | -1% | -1 | 14 | 0% | -6% | -2% | 0% | 5% | 10%

Reprinted at random: 5 records from the list, in no set order.
SMILES | HT1080 IDH1KD tx | D3 ag | IL-1B inflam inh | SW480 rereplic | KB-V1 MDR tox | KB-3-1 tox | HT1080NT lethal | GLP1R cytotox | MCF10A rereplic
CN(C(=O)CSc1cc(Cl)ccc1Cl)C1CCS(=O)(=O)C1 (stereo not drawn) | -9% | -5 | -1 | 0% | -6% | 11% | 0% | -2% | 4%
COc1ccc(OC)c(/C=N/NC(=O)CCCC(=O)Nc2cccc(Br)c2)c1 | 1% | -25 | -1 | -3% | ? | 12% | 9% | -21% | 18%
COCCNC(=S)Nc1ccc(S(=O)(=O)Nc2cnc3ccccc3n2)cc1 | -5% | 0 | 7 | 2% | 9% | 0% | -1% | 5% | -4%
O=C(NNS(=O)(=O)c1ccccc1)c1csc(-c2cccnc2)n1 | 6% | -4 | -14 | -4% | 17% | -14% | 0% | -5% | 1%
CCOc1ccc(C2C(C(=O)Nc3ccccc3C)=C(C)Nc3nnnn32)cc1 (stereo not drawn) | . | 3 | . | . | -3% | 7% | . | 5% | .

(listing goes on)
SMILES | HT1080 IDH1KD tx | D3 ag | IL-1B inflam inh | SW480 rereplic | KB-V1 MDR tox | KB-3-1 tox | HT1080NT lethal | GLP1R cytotox | MCF10A rereplic
CC(C)C(=O)N/N=C/c1ccc(OCc2ccccc2)cc1 | 1% | 0 | -14 | 0% | -21% | -3% | -3% | -2% | -4%
COc1ccc(S(=O)(=O)NC2CCCC2)cc1Cl | -6% | 8 | -4 | 1% | 18% | 10% | -20% | 5% | 2%
CCCc1nc2c(C)cc(Br)cn2c1Cc1cccc(F)c1 | ? | -5 | 1 | . | 15% | 0% | ? | 0% | .
CCOC(=O)c1c(NC(C)=O)c2c3c(sc2n1Cc1nc(-c2ccccc2C)oc1C)CCCC3 | . | -18 | . | . | ? | ? | . | -31% | .
CCCCOc1ccc(-c2nnn(C(C)C(=O)OCC)n2)cc1 (stereo not drawn) | 3% | -8 | 35 | 10% | -9% | -4% | -5% | 7% | -1%
CC(=O)c1c(NC(=O)c2ccccc2)[nH]c(-c2ccccc2)nc1=S | 19% | -14 | 43 | -6% | -7% | -2% | -6% | ? | 2%
CCN1CCN(c2cc(C)c3cc(NC(=O)CCC(=O)N4CCN(c5ccccc5)CC4)ccc3n2)CC1 | ? | -16 | -21 | ? | 2% | -11% | ? | ? | ?
COc1ccccc1OCCC(=O)OCC(=O)c1c(N)n(C)c(=O)n(C)c1=O | -4% | -1 | 22 | -3% | -26% | 0% | 4% | 13% | 19%
Cc1nn(C(=O)c2ccccc2F)c(C)c1S(=O)(=O)N1CCCCCC1 | . | 3 | . | . | 0% | 29% | . | -5% | .
Cc1ccc(-c2nc3ccccc3c(=O)n2NC(=O)c2cccs2)cc1 | -3% | 3 | 0 | -5% | -2% | 8% | -2% | 13% | -6%
C=CCC1Cc2c(cccc2[N+](=O)[O-])C(CC=C)N1 (stereo not drawn) | 2% | 41* | 17 | 0% | -25% | 1% | 6% | 1%[0.307 µM] | -1%
COc1ccc(Cc2nc(-c3ccc(Br)o3)no2)cc1OC | 0% | 4 | 20 | 0% | 13% | 3% | 8% | -7% | 0%
CC(C)C(=O)N1CCN(c2ccc(NC(=O)c3ccc4c(c3)OCCO4)cc2)CC1 | ? | 0 | 9 | -3% | ? | -2% | ? | -5%[7.66 µM] | 1%
COc1ccc(/C=N/NC(=O)C(=O)N2CCCCCC2)cc1[N+](=O)[O-] | -1% | 15 | 10 | 0% | ? | 18% | 2% | -2% | -11%
CC(c1ccco1)N(C(=O)Nc1ccc(Cl)cc1)c1ccccn1 (stereo not drawn) | 9% | 2 | -14 | 3% | -7% | 6% | 15% | -8% | 1%
COc1ccc(CCNC(=O)C(NS(=O)(=O)c2cccc3nsnc23)C(C)C)cc1OC (stereo not drawn) | 15% | -7 | 9 | -11% | 8% | -5% | 10% | 2% | 1%
COc1ccc(N(CC(=O)N/N=C/c2ccco2)S(=O)(=O)c2ccccc2)cc1 | 7% | -13 | 5 | 19% | ? | 2% | 10% | 10% | ?
CC(=O)Nc1sc(C)c(C)c1C(=O)Nc1ccc(C)cc1 | 15% | 4 | 38 | ? | ? | 1% | 7% | 1% | ?
Cn1nccc1C(=O)NC(=S)Nc1cc(Cl)cc(Cl)c1 | -4% | -27 | -9 | 0% | -6% | -4% | -21% | -7% | -5%

Screening data (PubChem BioAssay)
